TRHR ag = activates the human TRH receptor. P34981. TRHR cells, calcium flux fluo-8, FDSS agonist mode. activation, % at 2 µM. 360,000 tested, 0.18% active. AID 493084; in the data active = activation above about 30%; also: 0% is about no effect
Target sequence (P34981 whole entry, looked up): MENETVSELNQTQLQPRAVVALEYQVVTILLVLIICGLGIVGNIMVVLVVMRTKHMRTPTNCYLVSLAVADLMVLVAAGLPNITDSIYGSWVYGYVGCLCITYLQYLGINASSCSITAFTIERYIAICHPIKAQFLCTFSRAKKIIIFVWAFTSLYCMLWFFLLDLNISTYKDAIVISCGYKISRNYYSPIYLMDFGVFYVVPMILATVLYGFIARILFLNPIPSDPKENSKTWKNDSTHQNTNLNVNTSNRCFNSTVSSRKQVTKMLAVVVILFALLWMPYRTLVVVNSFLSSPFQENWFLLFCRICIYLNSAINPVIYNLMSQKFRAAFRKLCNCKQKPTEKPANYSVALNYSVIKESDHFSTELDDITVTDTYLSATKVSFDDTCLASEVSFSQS
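Fluo-8-loaded TRHR cells; 10 s baseline, compound added, kinetic Ca2+ fluorescence read 1/s, agonist mode.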
RXFP1 agonist = agonists of human relaxin receptor RXFP1. Q9HBX9. 370,000 tested, 0.3% active. Potency, µM (top dose mostly 57.5 µM), for inactives: at the top dose activation, usual class: activators. AID 2676. HEK293T-RXFP1 cAMP TR-FRET, 30 min; response scale: percent of porcine relaxin response, buffer zero; also: potency is read from the fitted curve at half-maximal effect; % is scaled to controls: 0 for no effect and ±100 for the full control effect; nearly all actives have a fitted effect of over 60% in size; many of its hits are not listed in these tables
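HEK293T cells stably expressing RXFP1 were pretreated with the PDE4 inhibitor Ro 20174, exposed to compounds for 30 min at 37C, lysed, and cAMP was read by TR-FRET. Data normalized to buffer (basal) and 29 nM porcine relaxin (100%).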
D1 potentiator = human D1 dopamine receptor positive modulation; P21728; HEK293 TREx D1 cells, calcium flux, dopamine EC20 potentiation; potentiation, % at 10 µM; 360,000 tested, 0.036% active; in the data active = potentiation above about 30%; also: 0% is about no effect
Target sequence (P21728 whole entry, looked up): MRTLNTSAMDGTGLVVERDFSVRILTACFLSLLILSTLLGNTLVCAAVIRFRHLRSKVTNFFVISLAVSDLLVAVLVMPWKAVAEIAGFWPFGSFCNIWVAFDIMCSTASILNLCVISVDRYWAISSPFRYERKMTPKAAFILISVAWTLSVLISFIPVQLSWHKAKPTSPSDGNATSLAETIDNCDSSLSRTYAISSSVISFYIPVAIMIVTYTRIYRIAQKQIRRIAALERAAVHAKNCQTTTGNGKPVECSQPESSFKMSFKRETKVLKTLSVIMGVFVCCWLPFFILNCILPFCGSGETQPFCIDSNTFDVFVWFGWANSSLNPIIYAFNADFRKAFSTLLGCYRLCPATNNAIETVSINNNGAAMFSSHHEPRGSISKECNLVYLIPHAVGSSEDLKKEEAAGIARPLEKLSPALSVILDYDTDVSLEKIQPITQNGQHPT
TRHR enhancer = allosteric enhancers of human TRH receptor | P34981 | TRHR cells, fluo-8 calcium fluorescence, EC20 TRH enhancement | enhancement, % at 2 µM | 360,000 tested, 0.66% active | AID 493056; in the data active = enhancement above about 30%; also: 0% is about no effect
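Enhancer read-out: after compound pinning and an initial kinetic agonist-mode read, an EC20 of TRH (10 nM final) was injected and fluo-8 calcium signal (Ex 480/Em 530) followed at 1 s/cycle for 100 cycles in TRHR-expressing cells.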
D1 ag = agonists of human D1 dopamine receptor; HEK293 T-REx D1 cells, calcium flux, agonist mode; AID 504660; 360,000 tested, 1% active; P21728; activation, % at 2 µM; in the data active = activation above about 30%; also: 0% is about no effect
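Tetracycline-induced HEK293 TREx D1 cells, force-coupled to calcium signalling, were dye-loaded with a no-wash calcium kit. Compound was pin-added after a 10 s baseline. Fluorescence was read kinetically at 1 cycle/s for 180 s, with calcium rises flagged as agonism.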
RXFP1 antag = RXFP1 (human) relaxin receptor antagonism. Q9HBX9. HEK293-RXFP1, relaxin-stimulated cAMP HTRF, 30 min; hits give low values. activity change, negative = inhibition, % at 57.5 µM. 350,000 tested, 0.59% active;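 active = activity change of -60% or lower, but not beyond a set lower limit; inconclusive = change between -60% and -40%, or beyond the set limit; inactive = change above -40%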; also: % is scaled to controls: 0 for no effect and ±100 for the full control effect
D2 PAM = positively modulates the human D2 dopamine receptor allosterically; P14416; HEK293 T-REx D2, calcium flux, EC20 dopamine potentiation; potentiation, % at 10 µM; 340,000 tested, 0.34% active;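 active = potentiation over 3 SD above the plate norm, cut at about 30% in these data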; also: 0% is about no effect
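Tetracycline-induced Hek293 Trex D2 cells, force-coupled to calcium, loaded with no-wash calcium dye. Compound added with 180 s kinetic read for agonism, then EC20 dopamine and a further 180 s read for potentiation.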
Apoferritin bind = binds horse apoferritin like a general anesthetic; P02791; apoferritin/1-aminoanthracene competitive binding, fluorescence; Potency, µM (series often up to 77.5 µM), without a hit: at the highest dose activity change, negative = displacement, usual class: inhibitors; 350,000 tested, 0.074% active; AID 485281; also: potency is read from the fitted curve at half-maximal effect; % is scaled to controls: 0 for no effect and ±100 for the full control effect; nearly all actives have a fitted effect of over 20% in size
Target sequence (P02791 2-175 limits assumed): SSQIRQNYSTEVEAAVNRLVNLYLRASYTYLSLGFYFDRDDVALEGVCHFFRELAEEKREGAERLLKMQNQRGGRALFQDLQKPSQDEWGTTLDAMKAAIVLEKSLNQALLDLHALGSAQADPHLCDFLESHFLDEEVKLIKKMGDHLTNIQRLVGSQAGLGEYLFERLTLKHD
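Horse-spleen apoferritin (10 uM) was mixed with 50% saturated 1-aminoanthracene in PBS, exposed to compounds for 10 min at room temperature, and read for fluorescence (ex 380 nm, em 535 nm). Competitive displacement was fitted with a four-parameter Hill equation.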
D1 antag = antagonists of human D1 dopamine receptor. HEK293 TREx D1 cells, calcium flux, dopamine EC80; hits give low values. P21728. activity change, negative = inhibition, % at 10 µM. 360,000 tested, 3.2% active; in the data active = activity change below about -30%; also: % is scaled to controls: 0 for no effect and ±100 for the full control effect
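HEK293 T-REx cells expressing inducible, force-coupled D1 receptor; no-wash Ca dye, 30–90 min RT. Cmpd → 180 s read at 1 Hz → EC80 DA → 180 s read.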
* = called active by the depositor; [ ] = another dose, or the depositor's remark. Unless noted, calls follow the shape of the dose curve; as a rule, active = well fitted curve in the direction sought with a large enough effect; inconclusive = small, poorly fitted or top-dose-only effect, or another doubt; inactive = no such curve, though single readings can be large; an effect the other way counts as inactive or inconclusive.

`Cc1ccc(C(=O)NC(NCC2CCCO2)C(Cl)(Cl)Cl)cc1` (stereo unspecified) gave TRHR ag -1.2, RXFP1 agonist -0.5%, D1 potentiator -6, TRHR enhancer 3, D1 ag 3, RXFP1 antag 13, D2 PAM -6, Apoferritin bind -13% and D1 antag -10.
`CCCN1CCC(NC(=S)Nc2cccc(Cl)c2Cl)CC1` gave TRHR ag 0.5, RXFP1 agonist 1.8%, D1 potentiator 3, TRHR enhancer 2, D1 ag 3, RXFP1 antag -1, D2 PAM -13, Apoferritin bind -10% and D1 antag 19.
Screening COc1cccc2c1cc1c(=O)n(CC(=O)NC3CC3)nc(C)n12 returned TRHR ag -0.3, RXFP1 agonist 0.3%, D1 potentiator -1, TRHR enhancer 22, D1 ag 0, RXFP1 antag 4, D2 PAM -4, Apoferritin bind 7% and D1 antag 3.
Screening CC1CCC(NC(=O)c2cc3ccccc3cc2O)CC1 (stereo unspecified) returned TRHR ag -0.3, RXFP1 agonist 0.6%, D1 potentiator -2, TRHR enhancer -1, D1 ag 6, RXFP1 antag -21, D2 PAM 2 and D1 antag -20.
COCCNc1cc(N)c([N+](=O)[O-])cc1[N+](=O)[O-] was read as TRHR ag -0.6, RXFP1 agonist 1.3%, D1 potentiator -7, TRHR enhancer -4, D1 ag 8, RXFP1 antag -4, D2 PAM 8, Apoferritin bind -13% and D1 antag -9.
`COc1ccc(S(=O)(=O)N(C)C)cc1NC(=O)CN1C(=O)NC2(CCCC2)C1=O` gave TRHR ag 0.2, RXFP1 agonist -0.1%, D1 potentiator 0, TRHR enhancer -4, D1 ag 3, RXFP1 antag -1, D2 PAM 14, Apoferritin bind -4% and D1 antag 7.
`COc1ccc(OC)c(NC(=O)c2c(NCc3ccc(OC)c(OC)c3)sc3c2CCC(C)C3)c1` (stereo unspecified) gave TRHR ag 0.8, RXFP1 agonist 11%, D1 potentiator -3, TRHR enhancer 2, D1 ag 0, RXFP1 antag -2, D2 PAM -6, Apoferritin bind -5% and D1 antag 1.
`CCN(CC)S(=O)(=O)c1cccc(NC(=O)COC(=O)c2cc(=O)c3ccccc3o2)c1` gave TRHR ag 0.4, RXFP1 agonist 1.8%, D1 potentiator 8, TRHR enhancer 1, D1 ag 6, RXFP1 antag -4, D2 PAM 31*, Apoferritin bind -12% and D1 antag -21.
Screening Cc1ccccc1C(=O)Nc1nnc(SCC(=O)NCc2ccco2)s1 returned TRHR ag -0.1, RXFP1 agonist 5.4%, D1 potentiator -2, TRHR enhancer 4, D1 ag 0, RXFP1 antag 4, D2 PAM 4, Apoferritin bind -8% and D1 antag -21.
`Cc1ccc(NC(=O)Nc2ccccc2C(=O)NCc2ccccc2)cc1` gave TRHR ag -1.3, RXFP1 agonist 0.6%, D1 potentiator -3, TRHR enhancer 17, D1 ag 6, RXFP1 antag -13, D2 PAM 4, Apoferritin bind -8% and D1 antag -8.
Screening Cn1ccc(C(=O)Nc2sc3c(c2C#N)CCC3)n1 returned TRHR ag 0.9, RXFP1 agonist 1.0%, D1 potentiator -5, TRHR enhancer 3, D1 ag 1, RXFP1 antag -8, D2 PAM -11, Apoferritin bind -10% and D1 antag -3.
For O=C(Nc1ccccc1)C1CC(O)CN1S(=O)(=O)c1ccc([N+](=O)[O-])cc1 (stereo unspecified) the results were TRHR ag 0.0, RXFP1 agonist 0.7%, D1 potentiator 0, TRHR enhancer -4, D1 ag 1, RXFP1 antag 17, D2 PAM -16, Apoferritin bind -15% and D1 antag -9.
Screening Cc1[nH]n(-c2ccccc2)c(=O)c1C(C[N+](=O)[O-])c1ccccc1Cl (stereo unspecified) returned TRHR ag 0.1, RXFP1 agonist 2.0%, D1 potentiator -2, TRHR enhancer 3, D1 ag 1, RXFP1 antag 3, D2 PAM 5, Apoferritin bind -11% and D1 antag 16.
For O=C(NNC(=O)c1ccccc1F)C1=NN(c2ccccc2)C(=O)CC1 the results were TRHR ag 0.0, RXFP1 agonist 1.0%, D1 potentiator -1, TRHR enhancer -4, D1 ag 1, RXFP1 antag 3, D2 PAM -3, Apoferritin bind -13% and D1 antag -12.
CCOC(=O)C1CCN(C(=O)COC(=O)CSc2ccc(C(N)=O)cc2[N+](=O)[O-])CC1 was read as TRHR ag -0.2, RXFP1 agonist 0.5%, D1 potentiator -7, TRHR enhancer -4, D1 ag 2, RXFP1 antag -7, D2 PAM -4, Apoferritin bind -12% and D1 antag -3.

Overlap with the part before: 3 entries, followed by the next part.
Screening Cc1[nH]n(-c2ccccc2)c(=O)c1C(C[N+](=O)[O-])c1ccccc1Cl (stereo unspecified) returned TRHR ag 0.1, RXFP1 agonist 2.0%, D1 potentiator -2, TRHR enhancer 3, D1 ag 1, RXFP1 antag 3, D2 PAM 5, Apoferritin bind -11% and D1 antag 16.
For O=C(NNC(=O)c1ccccc1F)C1=NN(c2ccccc2)C(=O)CC1 the results were TRHR ag 0.0, RXFP1 agonist 1.0%, D1 potentiator -1, TRHR enhancer -4, D1 ag 1, RXFP1 antag 3, D2 PAM -3, Apoferritin bind -13% and D1 antag -12.
CCOC(=O)C1CCN(C(=O)COC(=O)CSc2ccc(C(N)=O)cc2[N+](=O)[O-])CC1 was read as TRHR ag -0.2, RXFP1 agonist 0.5%, D1 potentiator -7, TRHR enhancer -4, D1 ag 2, RXFP1 antag -7, D2 PAM -4, Apoferritin bind -12% and D1 antag -3.
For CC(C)CCN(CCC(C)C)CC(O)Cn1c2ccccc2c(=O)c2ccccc21 (stereo unspecified) the results were TRHR ag 0.3, RXFP1 agonist 1.5%, D1 potentiator 10, TRHR enhancer 7, D1 ag 3, RXFP1 antag 0, D2 PAM -5, Apoferritin bind 1% and D1 antag 32.
O=C(COC(=O)c1cc(Cl)ccc1O)NCCNC(=O)COC(=O)c1cc(Cl)ccc1O was read as TRHR ag 0.1, RXFP1 agonist -1.3%, D1 potentiator 5, TRHR enhancer 1, D1 ag 4, RXFP1 antag 2, D2 PAM 15, Apoferritin bind 7% and D1 antag 5.
COCCn1c(=NC(=O)/C=C/c2cccs2)sc2cc(NC(C)=O)ccc21 was read as TRHR ag 0.3, RXFP1 agonist 7.1%, D1 potentiator -3, TRHR enhancer 1, D1 ag 3, RXFP1 antag -1, Apoferritin bind 139%[activator] and D1 antag 3.
`COC(=O)c1[nH]c2ccc(C)cc2c1NC(=O)Nc1ccc(OC)cc1` gave TRHR ag 0.0, RXFP1 agonist -1.2%, D1 potentiator -8, TRHR enhancer -3, D1 ag 3, RXFP1 antag -5, D2 PAM -4, Apoferritin bind 7% and D1 antag -24.
`COCCCn1c(-c2cccs2)nc2nc3ccccc3nc21` gave TRHR ag -0.1, RXFP1 agonist 7.4%, D1 potentiator -3, TRHR enhancer 1, D1 ag -1, RXFP1 antag -6, D2 PAM 2, Apoferritin bind 193%[activator] and D1 antag 0.
Oc1c(C(c2cccs2)N2CCN(c3ccc(F)cc3)CC2)sc2ncnn12 (stereo unspecified) was read as TRHR ag -0.3, RXFP1 agonist -0.7%, D1 potentiator -5, TRHR enhancer 1, D1 ag 0, RXFP1 antag -1, D2 PAM 9, Apoferritin bind -23% and D1 antag 8.
For Nc1ncc(Br)cc1N=Cc1ccccc1 the results were TRHR ag 2.0, RXFP1 agonist 0.9%, D1 potentiator 0, TRHR enhancer 6, D1 ag 17, D2 PAM 4, Apoferritin bind 55%[activator] and D1 antag 17.
CC(OC(=O)c1cc(S(=O)(=O)N2CCOCC2)ccc1F)C(=O)NCc1ccc2c(c1)OCO2 (stereo unspecified) was read as TRHR ag -0.2, RXFP1 agonist -1.0%, D1 potentiator -5, TRHR enhancer -12, D1 ag 3, RXFP1 antag -13, D2 PAM -4 and D1 antag -7.
For COc1ccc(CC(=O)NNC(=O)c2nn(Cc3ccccc3)c(=O)c3ccccc23)cc1OC the results were TRHR ag -0.2, RXFP1 agonist -1.0%, D1 potentiator -5, TRHR enhancer -3, D1 ag 4, RXFP1 antag -2, D2 PAM -4, Apoferritin bind -9% and D1 antag 3.
Screening CC(=O)Nc1cccc(NC(=O)c2cc(-c3cccnc3)nc3ccc(Br)cc23)c1 returned TRHR ag -1.2, RXFP1 agonist 19%, D1 potentiator 2, TRHR enhancer -3, D1 ag 3, RXFP1 antag 27, D2 PAM -4, Apoferritin bind inconclusive and D1 antag 1.
`Cc1cccc(C(=O)N2c3ccccc3C(=O)OC2c2ccc3c(c2)OCO3)c1` (stereo unspecified) gave TRHR ag 0.2, RXFP1 agonist -0.2%, D1 potentiator 3, TRHR enhancer -5, D1 ag 1, RXFP1 antag -21, D2 PAM -1, Apoferritin bind inconclusive and D1 antag 0.
Screening COc1cccc2[nH]c(C(=O)NCC3CCCO3)cc12 (stereo unspecified) returned TRHR ag -0.4, RXFP1 agonist -0.3%, D1 potentiator -3, TRHR enhancer 0, D1 ag 0, RXFP1 antag -15, D2 PAM -8, Apoferritin bind -5% and D1 antag 8.
Cc1cc(OCCCSc2nc(-c3ccc(C(C)(C)C)cc3)nc3cc(=O)[nH]n23)ccc1Cl was read as TRHR ag -0.4, RXFP1 agonist 0.1%, D1 potentiator 4, TRHR enhancer 4, D1 ag 0, RXFP1 antag -10, D2 PAM 11, Apoferritin bind inconclusive and D1 antag 6.
For CC(=O)OCCc1c(C)nc2nc[nH]n2c1=O the results were TRHR ag -0.2, RXFP1 agonist 3.0%, D1 potentiator 4, TRHR enhancer 3, D1 ag 0, RXFP1 antag 15, D2 PAM -6, Apoferritin bind -5% and D1 antag 1.
For O=C(Cn1c(=O)oc2ccccc21)Nc1n[nH]c(=S)s1 the results were TRHR ag 0.5, RXFP1 agonist 2.8%, D1 potentiator 2, TRHR enhancer 8, D1 ag 0, RXFP1 antag -9, D2 PAM -4, Apoferritin bind -3% and D1 antag -2.
COCCN(C(=O)CNC(=O)c1ccco1)C(C(=O)NC1CCCC1)c1ccc(F)cc1 (stereo unspecified) was read as TRHR ag 0.3, RXFP1 agonist 0.7%, TRHR enhancer 6, D1 ag 3, RXFP1 antag 24, D2 PAM -3, Apoferritin bind 3% and D1 antag 3.
Screening O=C(CN1C(=O)/C(=C/c2ccccc2)Sc2ccccc21)NCCCN1CCOCC1 returned TRHR ag 0.0, RXFP1 agonist 1.4%, D1 potentiator -1, TRHR enhancer -3, D1 ag 0, RXFP1 antag 20, D2 PAM 25, Apoferritin bind -8% and D1 antag 5.
CC(C)(C)c1ccc(C(=O)OCC(=O)NCc2ccco2)cc1 was read as TRHR ag 0.0, RXFP1 agonist 1.2%, D1 potentiator -8, TRHR enhancer -4, D1 ag 1, RXFP1 antag -3, D2 PAM 7 and D1 antag 13.

Bioassay records: PubChem BioAssay, National Center for Advancing Translational Sciences (NCATS)

Only part of the results is shown; the hit share may differ from the screen's.
